Mtb FBA inh: inhibits M. tuberculosis FBA enzyme; P9WQA3; purified M. tuberculosis FBA, fluorescence read-out; inhibition, % at 1 µM; 2.3% of 360,000 active; in the data active means inhibition above about 27%;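 further: 0% = vehicle and 100% = reference inhibitor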
Target sequence (P9WQA3 whole entry, looked up): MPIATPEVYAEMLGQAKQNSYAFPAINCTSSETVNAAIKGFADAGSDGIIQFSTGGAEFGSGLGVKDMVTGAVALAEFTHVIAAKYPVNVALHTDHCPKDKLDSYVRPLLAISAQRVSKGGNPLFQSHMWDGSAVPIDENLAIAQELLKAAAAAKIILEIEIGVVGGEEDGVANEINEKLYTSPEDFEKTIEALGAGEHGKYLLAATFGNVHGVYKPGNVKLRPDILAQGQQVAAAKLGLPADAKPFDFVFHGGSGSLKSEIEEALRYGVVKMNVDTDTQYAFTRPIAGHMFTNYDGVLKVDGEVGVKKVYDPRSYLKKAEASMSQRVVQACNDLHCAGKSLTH
GDH-TPI inh: inhibits GDH-TPI coupling enzymes, artifact for Mtb FBA screen; GDH-TPI coupled enzyme counterscreen, NADH absorbance; inhibition, % at 4.8 µM; 1.2% of 360,000 active;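 further: 0% = DMSO wells and 100% = wells lacking the enzyme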
BoNT-F LC inh: inhibitors of Botulinum neurotoxin F light chain protease; inhibition, % at 10 µM; Multiplex microsphere protease cleavage assay, flow cytometry; AID 588497; 0.22% of 360,000 active; in the data active means inhibition above about 35%, passing the limit was not always enough; inconclusive means no clear call, values can overlap the other calls; further: plate controls were buffer without enzyme for full effect and enzyme alone for no effect
Mtb BioA inh: BioA (M. tuberculosis) enzyme inhibition; inhibition, % at 9.99 µM; 0.096% of 360,000 active; purified M. tuberculosis BioA enzyme, plate reader; in the data active means inhibition above about 40%; inconclusive means no clear call, values can overlap the other calls
CCHF vOTU inh: CCHFV vOTU protease inhibition; Pep-AMC fluorescence; inhibition, % at 11.5 µM; 0.55% of 370,000 active; further: 0% = vehicle wells with enzyme and 100% = no enzyme wells
PrPC surface inh: inhibitors of human cell surface prion protein PrPC; inhibition, % at 13.8 µM; AID 720596; 0.43% of 370,000 active; TR-FRET read-out; in the data active means inhibition above about 24%; further: 0% = median of the test wells and 100% = reference compound wells
FadD28 binding: blocks FadD28 binding to the bisubstrate probe; fluorescence polarization; inhibition, % at 12.5 µM; 0.22% of 360,000 active; in the data active means inhibition above about 8.5%, passing the limit was not always enough; inconclusive means no clear call, values can overlap the other calls
UGM FP inh: Mtb UDP-galactopyranose mutase inhibition; P9WIQ1; purified UGM, fluorescence polarization probe displacement; inhibition, % at 10 µM; 0.06% of 320,000 active; AID 504406; in the data active means inhibition above about 10%, passing the limit was not always enough; inconclusive means no clear call, values can overlap the other calls
Target sequence (P9WIQ1 whole entry, looked up): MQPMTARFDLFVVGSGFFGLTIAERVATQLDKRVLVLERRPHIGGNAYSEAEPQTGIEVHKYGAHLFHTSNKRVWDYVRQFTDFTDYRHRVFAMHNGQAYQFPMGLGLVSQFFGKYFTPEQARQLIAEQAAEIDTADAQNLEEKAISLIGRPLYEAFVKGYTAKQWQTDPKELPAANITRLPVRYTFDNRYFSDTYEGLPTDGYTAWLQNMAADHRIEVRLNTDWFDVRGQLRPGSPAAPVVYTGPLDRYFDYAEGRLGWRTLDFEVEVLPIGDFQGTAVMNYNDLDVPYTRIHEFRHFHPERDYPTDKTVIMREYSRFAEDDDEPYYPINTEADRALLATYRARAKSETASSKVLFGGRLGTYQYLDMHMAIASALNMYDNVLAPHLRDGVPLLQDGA
BoNT A protease: inhibitors of Botulinum neurotoxin A light chain protease; multiplex microsphere protease substrate cleavage, flow cytometry; inhibition, % at 10 µM; 0.17% of 360,000 active; AID 588499; in the data active means inhibition above about 30%; inconclusive means no clear call, values can overlap the other calls; further: plate controls were buffer without enzyme for full effect and enzyme alone for no effect
The depositor's hits bear a star; ? = inconclusive; · = no result given; + = active, no number. Unless noted, no stated cut-off is given here; in the data, active means inhibition above about 30%; inactive means the rest.

smiles	FadD28 binding	UGM FP inh	GDH-TPI inh	PrPC surface inh	Mtb BioA inh	BoNT-F LC inh	CCHF vOTU inh	Mtb FBA inh	BoNT A protease
COc1cc(/C=N/NS(=O)(=O)c2ccc(C)cc2)ccc1OCc1cccc(C(=O)O)c1	-1.3	4.2	4.9	2.5	-0.8	-4.4	18.3	-0.9	-1.1
CCCCC(CC)C(=O)Nc1cc(C(=O)NCc2ccc(C)cc2)ccc1N1CCC2(CC1)CC(c1cccc(Br)c1)=NO2 (stereo not drawn)	-4.2	0.5	10.3	-3.0	-0.6	-12.6	6.3	-1.4	-0.5
CN(Cc1ccccc1)CC(O)CN(C)Cc1ccccc1	0.4	·	7.0	-2.4	1.1	0.0	15.5	-2.4	-0.4
O=C(O)C1CCN(c2ccc(S(=O)(=O)N3CCCCC3)cc2[N+](=O)[O-])CC1	-1.1	·	6.3	-12.4	-0.6	1.2	15.4	-2.3	-1.8
O=C(Cn1c(-c2ccccc2)c[n+]2ccsc12)c1ccccc1	-1.9	1.2	1.6	-4.7	2.3	-8.7	6.6	-0.3	-0.7
CC1=C(C(=O)N2CCOCC2)CC(CC(=O)NCCN2CCOCC2)C(=O)N1Cc1ccccc1 (stereo not drawn)	-0.6	·	0.5	-7.2	1.0	-4.5	30.4*	3.5	0.0
Nc1ccc(C=C2C=Cc3ccccc32)cc1	0.8	·	20.3	3.0	-0.7	-11.4	17.2	-8.1	-0.1
CCCCOCCCn1c(-c2ccco2)nc2nc3ccccc3nc21	-2.6	-2.7	28.9	-3.2	0.7	-7.8	-189.5	+	4.2
COc1ccc(CCN2C(=NC(C)=O)SC3CS(=O)(=O)CC32)cc1OC (stereo not drawn)	-2.2	1.3	-2.9	0.3	-1.6	-6.9	-8.5	-1.6	-0.6
O=C(CCc1n[nH]c(=O)[nH]c1=O)Nc1cccc([N+](=O)[O-])c1	-0.2	-2.9	6.5	-22.7	·	0.2	2.6	-4.3	-0.4
Cc1ccc(C(=O)NCC(=O)Nc2ccncc2)s1	-0.9	-2.2	8.2	-2.5	-2.3	3.4	4.2	0.1	0.2
O=C(NCCc1ccccc1)c1cccc(NC(=O)c2ccccc2)c1	-1.8	·	2.8	11.6	2.7	-3.6	-0.8	-0.3	-0.3
CC(=O)Nc1nc(-c2cccs2)cs1	-2.9	-0.6	-3.1	-11.4	0.3	-0.4	3.0	-13.4	0.1
C/C=C\C(=O)Nc1cccc(C2=NOC3(C2)C[C@@H](C(N)=O)N(C(=O)c2ccccc2)C3)c1 (stereo partly drawn)	-4.0	-1.0	-4.8	0.7	0.4	1.5	-5.9	0.7	-0.3
Cc1ccc(S(=O)(=O)N2CCN=C2SCc2ccc(Cl)c(Cl)c2)cc1	-1.2	0.9	-0.4	2.2	·	0.9	-5.4	-1.5	-0.3
O=C(Cn1nnc(-c2ccc(S(=O)(=O)N3CCCC3)cc2)n1)Nc1ccccc1-n1cccc1	-1.9	-5.6	0.3	4.6	·	-6.2	-13.3	0.5	-1.4
CCC(C)(C)NC(=O)/C=C/c1cc(OC)c(OC)c(S(=O)(=O)N2CCc3ccccc32)c1	-1.4	0.9	2.4	0.9	-0.1	3.2	5.6	-2.3	0.4
CCOC(=O)N1CCN(C(=O)COc2cc(=O)n(C)c3ccccc23)CC1	0.5	-0.3	10.3	4.7	-1.3	1.4	-8.4	2.8	3.2
O=[N+]([O-])c1cccc(S(=O)(=O)NCCc2ccccc2)c1	0.2	0.4	-0.5	-6.6	-0.6	14.5	-4.0	0.2	-3.2
C#CC(=O)N(c1cc(OC)ccc1OC)C(C(=O)NC1CCCC1)c1cccs1 (stereo not drawn)	-1.4	-0.4	6.6	·	1.4	-4.5	·	-0.5	-1.0
COc1cccc(C=O)c1OC(=O)N1CCOCC1	1.4	1.4	5.0	10.4	-1.2	-12.9	-9.2	-1.3	-2.9
CC(=O)c1ccccc1OCC(=O)Nc1cccc(S(=O)(=O)N2CCCC2)c1	-0.4	0.8	1.0	6.5	-1.5	-0.8	17.4	2.9	0.3
Cc1ccc(NC(=O)CCc2c(C)nc3ncnn3c2C)nc1	-3.0	1.9	-5.9	1.8	-0.1	-3.2	-2.1	1.8	0.5
COc1ccc(NC(=O)N2CCCC2C(=O)NCC2CCCCC2)cc1 (stereo not drawn)	-3.5	-1.1	-7.5	-1.6	-0.5	7.1	-4.1	-0.6	-0.9
O=C(c1ccco1)N1CCN(C2CN(Cc3ccccc3)S(=O)(=O)C2)CC1 (stereo not drawn)	0.6	·	·	-2.8	1.9	-2.9	1.8	0.7	0.4
c1csc(-c2nc3ccccc3s2)c1	-1.0	-0.7	7.3	0.7	0.6	-14.3	-12.0	39.4*	-0.5
COc1ccc(S(=O)(=O)N2CCC(C(=O)N3CCOCC3)CC2)cc1	-6.2	-0.7	16.1	-1.0	0.5	4.3	10.6	-0.7	0.1
Cc1ccccc1OCC(=O)OCC(=O)N1CCCc2ccccc21	-4.1	-3.3	-0.7	0.7	-0.7	-5.8	0.5	-2.4	0.0
CC(OC(=O)[C@@H](NC(=O)OCc1ccccc1)C(C)C)C(=O)Nc1ccc(N2CCOCC2)cc1 (stereo partly drawn)	1.1	·	5.6	-0.4	-2.0	6.5	5.6	4.8	0.0
Cc1ccc(CN(Cc2cccnc2)C(=S)Nc2cccc(Cl)c2C)cc1	-1.4	-2.4	0.0	0.8	·	-3.4	-1.8	-2.3	0.1
Cc1ccc2c(c1)CCCN2C(=O)c1cc(C)c(C)s1	-1.4	·	10.8	-2.1	1.7	3.5	1.5	4.6	-1.4
CCn1cc(CN2CCC(n3nccc3NC(=O)c3cccc(F)c3)CC2)cn1	-3.4	0.8	-7.0	-8.1	0.0	4.7	9.4	-0.7	3.5
CCOC(=O)c1cccc(NC(=O)CSc2nnc(COc3ccccc3)n2CC)c1	-0.5	-1.5	-1.4	-3.6	7.5	?	-0.8	0.1	?
COc1ccc(C)cc1N(C(=O)c1ccco1)C(C(=O)NC1CCCC1)c1ccc(N2CCOCC2)cc1 (stereo not drawn)	-2.4	2.6	0.0	-7.8	-0.3	-4.8	2.0	2.6	-2.3
Cc1ccnc(NC(=O)CCC(=O)N(CC(=O)NCc2ccccc2)Cc2ccccc2)c1	-0.5	0.8	-5.0	5.2	0.8	2.3	5.4	-1.9	0.2
COc1cc(NC(=O)CSc2nc3ccccc3cc2Cc2ccccc2)cc(OC)c1	-1.7	-1.4	22.2	-3.3	-2.1	-7.5	-20.2	-1.0	-1.5
CC(C)Oc1ccc(C2C(C#N)=C(N)Oc3c2c(=O)oc2ccccc32)cc1 (stereo not drawn)	-5.4	0.8	-1.9	-1.1	-0.3	-10.6	-7.9	11.5	0.4
CCC(C)N(C(=O)COC(=O)C1C(C(=O)OC)=C(C)NC(C)=C1C(=O)OC)C1CCS(=O)(=O)C1 (stereo not drawn)	-3.0	3.7	13.2	4.4	·	-2.0	-1.9	74.9*	0.0
Cc1ccc(NC(=O)CSCC(=O)N2CCCc3ccccc32)cc1	-2.7	-0.4	2.9	7.2	·	-3.9	-0.3	-3.1	3.5
O=C(O)c1cc(=O)c2cc(Cl)ccc2o1	-4.8	0.9	1.0	-3.6	-2.1	-0.2	5.5	-1.5	0.2
COc1cc(NC(=O)C2=C(N3CCOCC3)/C(=C\c3ccc(Br)cc3)CC2)cc(OC)c1OC	1.1	1.6	6.8	4.8	-0.2	0.8	-11.5	1.1	-0.4
CCN(C(=O)Oc1ccccc1)c1ccc(C(O)(C(=O)OC)C(F)(F)F)cc1 (stereo not drawn)	-4.5	-8.5	0.0	5.6	·	-11.7	6.4	3.5	-1.0
COc1cccc(-c2nc(C(N)=O)c3[nH]c(=O)n(-c4ccccc4)c3n2)c1OC	-3.4	-0.4	13.2	-0.8	-0.9	-12.8	8.9	-1.1	-0.8
COc1ccc(S(=O)(=O)NC(C)C(=O)NCc2cccnc2)cc1OC (stereo not drawn)	4.6	0.5	-2.7	-3.0	-3.9	44.0*	2.8	2.3	-1.4
CN1CCC(OC(=O)COc2ccc(Br)cc2)CC1	-2.6	2.0	2.8	11.6	·	-9.0	5.7	1.3	0.3
CN1OCC(S(=O)(=O)c2ccccc2)C1c1ccccc1 (stereo not drawn)	-0.6	1.1	0.6	1.1	·	6.8	6.4	6.0	-0.7
N=C1/C(=C\c2coc3ccccc3c2=O)C(=O)N=C2SC=CN12	3.3	-13.7	1.2	1.2	-117.3	-4.6	-0.6	-3.2	0.7
Clc1ccc(CCNCc2ccncc2)c(Cl)c1	-0.8	-3.7	1.3	-2.9	-0.6	7.4	-6.0	1.6	2.2
CN(C)S(=O)(=O)c1cc(NC(=O)CNCc2ccccc2)ccc1Cl	-0.3	1.7	-6.9	8.8	1.5	-6.8	5.3	-2.9	-2.3
CNC(=O)NC(=O)Cn1nc2n(c1=O)-c1ccccc1SC2	-2.9	-5.4	6.6	1.9	·	-1.6	-5.2	-0.9	-0.3
CCC(C)NC(=O)c1c(N)n(CC2CCCO2)c2nc3ccccc3nc12 (stereo not drawn)	-4.3	0.3	1.3	-3.0	0.4	5.9	-17.2	87.1*	17.1
Cc1ccc(-c2nc3ccccn3c2C=O)cc1	-2.7	0.1	3.9	4.0	·	0.9	15.9	2.2	0.4
C/C(=N/N1CCN(Cc2cccc3ccccc23)CC1)c1ccco1	-3.5	2.2	-8.8	0.5	·	?	-10.7	-0.9	-1.8
COC(=O)c1ccc(NC(=S)NCCCn2ccnc2)cc1	-1.6	-2.9	-3.5	-0.8	-0.2	-5.6	13.2	-3.9	-1.4
Cc1nn(C)c(C)c1/C=C(\C#N)C(N)=O	-0.9	0.9	19.6	5.1	·	-2.3	13.4	0.8	-0.8
COC(=O)c1c(NC(=O)Cc2ccccc2)sc(C)c1C	2.8	-0.1	9.4	-2.3	-1.4	-1.3	0.4	-2.4	0.5
CCOc1ccc(C2C(C(=O)c3ccco3)=C(O)C(=O)N2CCCn2ccnc2)cc1 (stereo not drawn)	-0.3	·	18.6	-1.4	0.9	0.1	-5.5	-1.5	-1.0
O=C(Cc1ccccc1[N+](=O)[O-])OCC(=O)c1c[nH]c2ccccc12	?	0.0	-2.1	-8.4	·	1.6	6.2	-2.6	0.9
O=c1cc(CN2CCN(c3ccc(F)cc3)CC2)c2cc3c(cc2o1)CCCC3	-1.2	-2.3	5.4	-1.3	-1.0	-12.6	11.2	0.3	-0.5
O=c1[nH][nH]c2c1[C@H](CCc1cccc(Cl)c1)O[C@H](CCc1ccccc1)C2	·	·	·	5.3	·	-3.7	15.9	·	-0.3

Other records.
smiles	FadD28 binding	UGM FP inh	GDH-TPI inh	PrPC surface inh	Mtb BioA inh	BoNT-F LC inh	CCHF vOTU inh	Mtb FBA inh	BoNT A protease
NC(=O)C1CCCN1Cc1ccc2c(c1)OCO2 (stereo not drawn)	-0.1	·	5.0	11.2	·	22.0	-3.7	5.0	3.7
COc1ccc(C(=O)N/C(=C\c2ccc3c(c2)OCO3)C(=O)NCCc2nc3ccccc3[nH]2)cc1	-1.0	-0.1	6.8	-7.0	·	-7.8	3.1	-3.4	-0.2
COc1ccc(CN(C)CC(=O)NC(C)c2ccccc2)c(OC)c1 (stereo not drawn)	0.5	0.7	-1.9	-3.9	-0.8	1.0	2.8	1.1	0.5
O=C(Oc1ccccc1C(=O)Oc1ccccc1)c1cccnc1	-0.5	-3.4	0.6	3.6	·	3.1	-16.7	1.4	-0.3
Cc1cc(C)cc(C(=O)N2CC(=O)Nc3ccccc32)c1	0.0	-1.2	1.6	2.4	·	0.9	16.7	4.7	0.0

Single records, as listed above. Order of screens: FadD28 binding | UGM FP inh | GDH-TPI inh | PrPC surface inh | Mtb BioA inh | BoNT-F LC inh | CCHF vOTU inh | Mtb FBA inh | BoNT A protease
Results for `COc1ccc(C(=O)N/C(=C\c2ccc3c(c2)OCO3)C(=O)NCCc2nc3ccccc3[nH]2)cc1` : -1.0 | -0.1 | 6.8 | -7.0 | · | -7.8 | 3.1 | -3.4 | -0.2
Results for `O=C(Oc1ccccc1C(=O)Oc1ccccc1)c1cccnc1` : -0.5 | -3.4 | 0.6 | 3.6 | · | 3.1 | -16.7 | 1.4 | -0.3
